# Assay outcomes: PubChem, several laboratories
# DNMT1 block = DNMT1 (human) enzyme inhibition; 0.83% of 360,000 active; AID 588458; P26358; inhibition (reported as % activation of signal), % at 10 µM; DNMT1 molecular beacon, Hinp1I cleavage, fluorescence; in the data active = inhibition above about 50%
# Rpn11 block = Rpn11 (human) deubiquitinase inhibition; O00487; human 26S proteasome, Ub4-pepOG fluorescence polarization; 20S core pre-blocked with epoxomicin; calls only at 20 µM; 0.59% of 360,000 active; AID 588493;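 active = inhibition at 20 µM, scaled to each plate's controls, above about 33%, limit read from the data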
# Target sequence (O00487 whole entry, looked up): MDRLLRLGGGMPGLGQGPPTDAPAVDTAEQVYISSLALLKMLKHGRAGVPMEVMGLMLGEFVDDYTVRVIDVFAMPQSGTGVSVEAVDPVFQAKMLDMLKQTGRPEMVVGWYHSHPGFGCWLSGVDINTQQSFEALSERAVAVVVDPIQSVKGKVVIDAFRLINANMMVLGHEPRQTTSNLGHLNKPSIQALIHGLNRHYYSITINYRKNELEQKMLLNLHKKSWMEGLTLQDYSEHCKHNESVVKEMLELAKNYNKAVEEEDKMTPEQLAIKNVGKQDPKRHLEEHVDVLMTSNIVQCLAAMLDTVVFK
# NadD inh = inhibitors of Staphylococcus aureus NadD. purified NadD enzyme, colorimetric absorbance read-out. inhibition, % at 20 µM. 0.78% of 360,000 active; in the data active = inhibition above about 26%; note: some compounds past the cut are filed as inactive
# SUMO1 PPI mod = SUMO1-SIM interaction modulation; P63165; SUMO1 binding to a labelled peptide, TR-FRET, 1 h; inhibition, % at 20 µM; 0.33% of 360,000 active; in the data active = inhibition above about 37%
# LMPTP inh = LMPTP (human) inhibition; recombinant LMPTP-A, OMFP fluorogenic substrate, fluorescence intensity; P24666; 0.22% of 360,000 active; inhibition, % at 20 µM; AID 651560;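 active = compounds that cut the enzyme signal by at least half of the control window in the single-dose screen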;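 note: plate controls were DMSO wells with enzyme plus substrate for no effect and substrate without enzyme for full effect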
# Target sequence (P24666 whole entry, looked up): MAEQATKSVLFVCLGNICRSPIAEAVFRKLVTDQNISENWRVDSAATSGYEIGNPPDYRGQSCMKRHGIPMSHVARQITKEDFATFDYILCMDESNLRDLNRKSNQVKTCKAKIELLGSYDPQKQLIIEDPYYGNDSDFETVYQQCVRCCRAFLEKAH
#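 Test system: LMPTP-A, protein tyrosine phosphatase of low molecular weight; Input: 0.625 nM enzyme; Incubation: 50 min dark incubation at room temperature; Signal: endpoint fluorescence intensity from OMFP dephosphorylation; Read-out basis: % inhibition versus control wells.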
# MsrA inh = inhibits bovine methionine sulfoxide reductase A; 0.75% of 360,000 active; inhibition, % at 15.5 µM; purified bovine MsrA, absorbance read-out; in the data active = inhibition above about 4.5%;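 note: 0% = vehicle wells with enzyme and 100% = reference inhibitor wells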
# Tb MetRS inh = Trypanosoma brucei MetRS inhibition | purified T. brucei MetRS, ATP depletion, Kinase-Glo luminescence | inhibition, % at 11.9 µM | 0.4% of 360,000 active | AID 624268;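 active = inhibition above a per-plate cutoff of the control wells' mean inhibition plus 3 SD, cut at about 5.5% in these data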;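 note: 0% = DMSO wells median and 100% = median of wells with control inhibitor compound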
#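 Test system – parasite MetRS enzyme · Reagent – substrates ATP, L-methionine and bulk Escherichia coli tRNA · Doses – 11.9 µM compound single dose, 0.9% DMSO · Times – 15 min enzyme-compound preincubation, 2 h reaction, 10 min detection, 25 °C · Signal – Kinase-Glo luminescence, ATP depletion format · Controls – DMSO-only wells as low control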
# CSN deneddyl inh = inhibitors of human CSN-mediated cullin deneddylation; Q92905; Purified CSN, SCF-Nedd8-OG deneddylation, fluorescence polarization; inhibition, % at 12.5 µM; 0.38% of 360,000 active;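 active = pattern-corrected inhibition above about 35%, with an unprinted fluorescence ratio check between 0.5 and 1.5, limit read from the data, passing the limit was not always enough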;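 note: 0% = enzyme with substrate and 100% = substrate without enzyme; some results filed as inactive read as strong as hits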
#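 test system = HEK293T-derived human Csn5 enzyme | amount = 0.24 nM Csn5 enzyme, final concentration | medium = Tris/NaCl/DTT buffer, pH 7.5 | schedule = 90 min reaction at room temperature | signal = FP | evaluation = inhibition of Csn5 cleavage, % | compound dosing = single dose of 12.5 µM compound with 0.25% DMSO | probe or stimulus = 10 nM SCFSkp2-Nedd8OG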
# STEP inh = blocks human striatal-enriched tyrosine phosphatase; P54829; recombinant STEP, OMFP fluorogenic substrate, fluorescence; inhibition, % at 20 µM; 0.25% of 360,000 active;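 active = inhibition at 20 µM, scaled per plate between control wells, above about 37%, limit read from the data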;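 note: 0% = DMSO with enzyme and substrate and 100% = substrate only without enzyme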
# Target sequence (P54829 whole entry, looked up): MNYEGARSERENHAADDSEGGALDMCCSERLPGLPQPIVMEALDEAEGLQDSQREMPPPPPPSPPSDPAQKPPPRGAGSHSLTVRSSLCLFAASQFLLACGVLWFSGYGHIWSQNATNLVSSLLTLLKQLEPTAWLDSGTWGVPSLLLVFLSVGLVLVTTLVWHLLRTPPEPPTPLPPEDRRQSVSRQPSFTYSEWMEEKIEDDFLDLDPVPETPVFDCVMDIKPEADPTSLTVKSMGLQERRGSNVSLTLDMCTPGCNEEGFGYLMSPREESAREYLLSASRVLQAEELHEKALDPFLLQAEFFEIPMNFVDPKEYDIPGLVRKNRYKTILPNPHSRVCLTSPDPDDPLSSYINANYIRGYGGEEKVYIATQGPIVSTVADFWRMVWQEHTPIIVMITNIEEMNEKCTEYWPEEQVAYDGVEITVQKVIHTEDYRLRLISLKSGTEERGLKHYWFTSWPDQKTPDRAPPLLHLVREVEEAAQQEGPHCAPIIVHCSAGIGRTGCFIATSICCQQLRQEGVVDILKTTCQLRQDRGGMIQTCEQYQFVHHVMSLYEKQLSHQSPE
#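 material = STEP tyrosine phosphatase | reagent = fluorogenic phosphatase substrate OMFP at 25 µM final | doses = single compound dose of 20 µM, 1% DMSO final | schedule = 20 min reaction, room temperature, in the dark | measured by = fluorescence, 480/540 nm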
# Scp1 inh = blocks human Scp-1 phosphatase activity; Recombinant Scp1, phosphopeptide, malachite green phosphate absorbance; inhibition, % at 20 µM; 0.88% of 340,000 active;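 active = inhibition above about 50% at 20 µM, limit read from the data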;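 note: plate controls were DMSO wells with enzyme for no effect and wells lacking enzyme for full effect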
#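 Test system: SCP-1 catalytic domain; Buffer or medium: Acidic Tris acetate buffer with magnesium and detergent; Also added: Phosphorylated 17-residue peptide substrate; Compound: single 20 µM dose, 1% DMSO; Schedule: enzyme reaction 45 min at room temperature, colour 5 min, stabilisation 30 min; Signal: Phosphate-binding colour reagent, absorbance read at 630 nm.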
# Numbers without * were called inactive; i = inactive; nt = not tested or not shown.
compound	MsrA inh	LMPTP inh	NadD inh	Tb MetRS inh	Scp1 inh	DNMT1 block	STEP inh	SUMO1 PPI mod	Rpn11 block	CSN deneddyl inh
CCOC(=O)N1CCN(C(=O)CCc2nc3sc4c(c3c(=O)[nH]2)CCCC4)CC1	-0.7	0.4	-1	-1.5	-4	-1	-1	6	i	0
CC1(C)CC(NS(=O)(=O)OCC(Cl)(Cl)Cl)c2cc(C#N)ccc2O1 (configuration not stated)	-0.5	-1.1	-7	0.2	0	2	-2	6	i	-2
CC(=O)NCCC(=O)NCC1(N(C)Cc2ccccc2)Cc2ccccc2C1	0.2	0.3	2	-0.6	-2	1	4	8	i	2
CC(=O)Nc1nc2ccc(C(=O)NC3CCCCC3)cc2s1	1.1	-0.5	-2	-0.8	-7	0	1	2	i	2
CC(=O)C1=C(O)C(=O)N(c2ccc(Br)cc2)C1c1ccc(Br)cc1 (configuration not stated)	2.9	0.4	5	0.1	-11	2	2	-5	i	6
CN(Cc1cn(C)c2ccccc12)C(=S)Nc1cc(F)cc(F)c1	2.1	0.8	0	0.5	-6	-6	-2	-1	i	3
Cc1ccc(-c2cc(-c3ccccc3)nc(Cl)n2)cc1	0.9	4.5	0	-0.7	-11	-3	3	6	i	4
COc1ccccc1NC(=S)N1CCNC(=O)C1CC(=O)Nc1cccc(C)c1 (configuration not stated)	-0.3	-0.9	-8	0.1	-7	0	-1	-1	i	0
COc1ccc([C@H]2N[C@]3(CCCN(Cc4ccc(Br)cc4)C3=O)[C@H]3C(=O)N(Cc4ccccc4)C(=O)[C@@H]23)cc1	0.8	1.9	12	-1.2	nt	-5	2	9	i	1
Cc1cc(C)cc(OC2CCCCC2NS(=O)(=O)c2ccccc2)c1 (configuration not stated)	2.6	3.3	-9	-0.5	-10	1	-1	-2	i	2
O=C(c1cccc(F)c1)N1CCN(S(=O)(=O)c2ccc(C(F)(F)F)cc2)CC1	0.5	-1.2	-4	-0.4	-6	0	0	-1	i	2
O=C(c1ccc(Cn2cc(Cl)c([N+](=O)[O-])n2)cc1)N1CCN(Cc2ccccc2)CC1	-0.2	-0.8	3	-0.8	5	-3	-2	-20	i	3
O=C1NC(=S)SC1=C1CCCC1	0.6	1.3	3	-0.7	-7	32	8	6	i	17
Cc1ccc(SC2=C(N(C)C)C(=O)c3ccccc3C2=O)cc1	1.8	3.1	1	-0.4	-5	33	5	-31	i	-2
COCCn1nnnc1C(c1cc2cc(OC)c(OC)cc2[nH]c1=O)N1CCN(c2ccc(O)cc2)CC1 (configuration not stated)	2.0	0.8	6	-0.7	1	-9	-1	1	i	3
CCCS(=O)(=O)NC(=O)C1(C)CCCN(C(=O)c2cc(C)nn2C(C)(C)C)C1 (configuration not stated)	0.3	-2.2	-4	0.4	nt	2	-2	-1	i	-1
CC(C)NC(=O)C1(C)CSCC(=O)N1C1CC1 (configuration not stated)	-0.3	0.7	nt	0.0	nt	nt	nt	0	nt	2
Cc1nc2nc(C)c(CCC(=O)NCCC3=CCCCC3)c(C)n2n1	-0.2	-2.8	10	-1.2	-1	5	0	2	i	-3
Cc1cc(=O)n(-c2ccc(O)cc2)[nH]1	-0.6	-0.4	-3	0.2	6	-5	2	1	i	-5
CCC(=O)c1ccc(OCC(O)Cn2nc(C)cc2C)cc1 (configuration not stated)	-0.9	-0.1	2	-0.6	-2	0	-5	3	i	-3
CN1CCN(CCCNC(=O)Nc2ccc([N+](=O)[O-])cc2)CC1	2.8	-2.3	-6	-0.5	-12	-1	-1	-17	i	3
COc1ccc(C2Nc3ccccc3C(=O)N2Cc2ccccc2)cc1COc1ccccn1 (configuration not stated)	1.9	1.7	4	-0.1	0	-7	4	2	i	3
COc1ccc(Cl)cc1-c1nc(-c2ccncc2)no1	0.5	-0.4	-5	-1.1	-2	10	-1	12	i	-4
CC(NC(=O)COC(=O)c1nc(Cl)ccc1Cl)c1ccccc1 (configuration not stated)	-1.5	-0.3	1	-0.1	3	-1	3	1	i	5
Cc1cc(Br)ccc1OCC(=O)NNC(=O)CCc1ccccc1	-0.8	1.0	-7	-1.0	-3	-1	0	-1	i	-2
COc1ccc2ccccc2c1/C=N/NC(=O)c1cccc(C)c1	1.9	1.5	3	0.0	-8	2	-2	-6	i	-1
COc1cccc(NC(=O)c2nn(C34CC5CC(CC(C5)C3)C4)cc2[N+](=O)[O-])c1	-0.7	3.3	-9	-0.5	-7	0	1	-16	i	2
CCC(C)N(C(=O)c1csnn1)C(C(=O)NC1CCCC1)c1ccc(F)cc1 (configuration not stated)	-1.5	-0.2	3	-0.5	-2	0	0	1	i	3
CC(C)CCN1C(=O)c2ccc(C(=O)Nc3ccc(O)cc3C(=O)O)cc2C1=O	-0.5	0.9	2	-0.7	-17	-3	2	-11	i	2
O=C1OC2(CCCCC2)OC(=O)C1=CNc1ccc2c(c1)OCO2	1.4	-0.3	-1	-0.2	-8	1	1	-2	i	7
CCn1c(C)cc(=S)c2ccccc21	1.1	0.6	-1	-0.5	-4	-6	0	-17	i	-3
Cc1cccc(NS(=O)(=O)c2ccc(C)c(C(=O)NCC(c3cccs3)N3CCOCC3)c2)c1 (configuration not stated)	-0.9	0.5	2	0.0	-10	1	-2	6	i	1
Cc1ccc(NC(=S)NC2CCCCC2)cc1S(=O)(=O)N(C)C	0.5	-0.9	-5	-0.4	-9	-1	3	-5	i	-5
N#Cc1ccccc1OCC(=O)Nc1ccc(N2CCOCC2)cc1N1CCOCC1	0.3	-0.7	-1	1.8	-5	0	2	6	i	1
O=C(C(Sc1ccccc1)c1ccc(Br)cc1)N1CCOCC1 (configuration not stated)	0.5	-0.1	-5	-0.3	-4	1	1	0	i	5
CCOC(=O)CSc1nc2cccnc2n1-c1ccc(F)cc1	-1.1	0.3	-1	-0.1	-7	-2	0	1	i	0

# 4 of the compounds above, with two lines to a compound.
# Values run as follows: MsrA inh, LMPTP inh, NadD inh, Tb MetRS inh, Scp1 inh, DNMT1 block, STEP inh, SUMO1 PPI mod, Rpn11 block, CSN deneddyl inh
Cc1nc2nc(C)c(CCC(=O)NCCC3=CCCCC3)c(C)n2n1
    -0.2, -2.8, 10, -1.2, -1, 5, 0, 2, i, -3
CC(=O)NCCC(=O)NCC1(N(C)Cc2ccccc2)Cc2ccccc2C1
    0.2, 0.3, 2, -0.6, -2, 1, 4, 8, i, 2
CCOC(=O)CSc1nc2cccnc2n1-c1ccc(F)cc1
    -1.1, 0.3, -1, -0.1, -7, -2, 0, 1, i, 0
Cc1ccc(NC(=S)NC2CCCCC2)cc1S(=O)(=O)N(C)C
    0.5, -0.9, -5, -0.4, -9, -1, 3, -5, i, -5

# Continued:
compound	MsrA inh	LMPTP inh	NadD inh	Tb MetRS inh	Scp1 inh	DNMT1 block	STEP inh	SUMO1 PPI mod	Rpn11 block	CSN deneddyl inh
C/C(CC(=O)Nc1ccc2ccccc2c1)=N\NC(=O)c1ccc(O)c(O)c1	-0.1	-2.1	6	-0.2	-1	4	-1	-7	i	-5
C=CCOc1cccc(C2C(C(=O)c3ccc(C)o3)=C(O)C(=O)N2c2nccs2)c1 (configuration not stated)	0.6	9.0	22	-0.2	-10	24	-24	-6	i	-38
CCOC(=O)C1=C(COC(=O)Cc2ccc(Br)cc2)NC(=O)NC1C (configuration not stated)	-0.4	0.0	-1	-0.5	-5	0	-1	3	i	-4
NC(=O)Cn1nnc(-c2ccccc2NC(=O)c2cnccn2)n1	2.0	-1.1	-3	-1.4	0	3	0	0	i	2
O=C(NC(c1ccccc1)c1c(O)ccc2ccccc12)c1ccccc1Cl (configuration not stated)	0.7	3.7	4	-0.7	-10	4	-1	1	i	-3
COCCNC(=O)c1ccc(CS(=O)(=O)c2c(Cl)cccc2Cl)o1	-0.7	-0.5	-4	-0.5	0	2	-1	3	i	-3
CCOC(=O)[C@@H]1[C@H]2COc3ccccc3[C@@H]2N2C(=O)N(c3ccc(Cl)cc3)C(=O)[C@@]12C	-0.8	-0.8	-11	-0.3	-4	1	1	3	i	4
CCOCCSc1n[nH]c(=O)n1CCc1ccccc1	-0.7	-0.2	-5	-1.6	-4	1	3	0	i	-5
COc1ccc(CCNC(=O)c2ccc(CNS(=O)(=O)c3cccc(Cl)c3)cc2)cc1OC	-0.3	1.4	-1	1.1	-10	-5	3	1	i	-1
CCCCc1nc2cc(C(=O)N3CCNC(=O)C3)ccc2o1	0.9	-1.6	4	0.6	-3	2	-4	7	i	-3
COc1ccc(N2CCN(C(=O)CC(C)S(=O)(=O)c3ccc4c(c3)NC(=O)CO4)CC2)cc1 (configuration not stated)	1.8	-0.9	-2	0.1	-2	2	1	-4	i	-3
C=CCn1c(SCCCc2ccccc2)nc2c1c(=O)[nH]c(=O)n2C	0.3	-0.3	-5	0.4	-8	2	-3	6	i	-4
OCC1(Cc2ccccc2)CCN(CCCC2CCCC2)CC1	0.8	-0.8	-7	0.5	-5	3	-4	-3	i	3

# Compound profiles, as listed above. Values in the order: MsrA inh | LMPTP inh | NadD inh | Tb MetRS inh | Scp1 inh | DNMT1 block | STEP inh | SUMO1 PPI mod | Rpn11 block | CSN deneddyl inh
# `CCOCCSc1n[nH]c(=O)n1CCc1ccccc1` is entered as -0.7 | -0.2 | -5 | -1.6 | -4 | 1 | 3 | 0 | i | -5
# `COc1ccc([C@H]2N[C@]3(CCCN(Cc4ccc(Br)cc4)C3=O)[C@H]3C(=O)N(Cc4ccccc4)C(=O)[C@@H]23)cc1` is entered as 0.8 | 1.9 | 12 | -1.2 | nt | -5 | 2 | 9 | i | 1
# `O=C1NC(=S)SC1=C1CCCC1` is entered as 0.6 | 1.3 | 3 | -0.7 | -7 | 32 | 8 | 6 | i | 17
# `CCC(C)N(C(=O)c1csnn1)C(C(=O)NC1CCCC1)c1ccc(F)cc1` (configuration not stated) is entered as -1.5 | -0.2 | 3 | -0.5 | -2 | 0 | 0 | 1 | i | 3
